# PfGluPho inh = PfG6PD enzyme inhibitors, primary screen, biochemical, fluorescence intensity, uHTS; glucose-6-phosphate dehydrogenase-6-phosphogluconolactonase (Plasmodium falciparum 3D7); PfGluPho enzyme, NADPH resazurin-diaphorase fluorescence; inhibition, % at 20 µM; hit rate 0.78% among 350,000;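 active means inhibition reaching at least a set limit at 20 µM in the primary screen, cut at about 59% in these data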;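 further: 0% = DMSO wells with substrate and 100% = DMSO wells lacking glucose-6-phosphate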
# NR3A LBD binder = binders of NR3A ligand-binding domain, primary screen, biophysical, differential scanning fluorimetry, uHTS; Tm shift relative to glycine control, % at 25 µM; hit rate 2.5% among 340,000; NR3A LBD differential scanning fluorimetry, Tm shift; 0% = protein alone, 100% = glycine-bound protein; AID 1259313, 2017;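 active means melting temperature shift of at least 10% of the positive control shift, at one fixed dose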
# ATG4B inhibitor = ATG4B protease inhibitors, primary screen, biochemical, fluorescence, uHTS. inhibition, % at 8.33 µM. AID 504462, 2011. hit rate 0.51% among 340,000. Cysteine protease ATG4B (Homo sapiens), Q9Y4P1. ATG4B cleavage of LC3-PLA2, NBD-HPC fluorescence, 1 h; in the data active means inhibition above about 40%
# Target sequence (Q9Y4P1 whole entry, looked up): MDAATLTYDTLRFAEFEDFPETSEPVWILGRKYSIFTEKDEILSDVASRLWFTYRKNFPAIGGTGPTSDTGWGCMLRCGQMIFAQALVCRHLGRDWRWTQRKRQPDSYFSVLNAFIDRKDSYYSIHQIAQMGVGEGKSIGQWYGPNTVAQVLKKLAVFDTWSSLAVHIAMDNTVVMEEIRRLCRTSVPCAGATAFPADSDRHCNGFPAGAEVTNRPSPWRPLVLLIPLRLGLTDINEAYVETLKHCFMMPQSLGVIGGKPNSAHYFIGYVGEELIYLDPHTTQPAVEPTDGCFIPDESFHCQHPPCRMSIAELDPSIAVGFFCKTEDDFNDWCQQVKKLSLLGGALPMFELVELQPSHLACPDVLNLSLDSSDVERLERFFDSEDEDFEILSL
# SENP8 block = human SENP8 protease inhibitors, primary screen, biochemical, fluorescence, Nedd8 protein substrate, uHTS | Sentrin-specific protease 8 (Homo sapiens), Q96LD8 | recombinant SENP8 | inhibition, % at 20 µM | hit rate 0.64% among 360,000 | AID 602440, 2012; in the data active means inhibition mostly above about 40%, no sharp cut-off; inactive means mostly below about 27%
# Target sequence (Q96LD8 whole entry, looked up): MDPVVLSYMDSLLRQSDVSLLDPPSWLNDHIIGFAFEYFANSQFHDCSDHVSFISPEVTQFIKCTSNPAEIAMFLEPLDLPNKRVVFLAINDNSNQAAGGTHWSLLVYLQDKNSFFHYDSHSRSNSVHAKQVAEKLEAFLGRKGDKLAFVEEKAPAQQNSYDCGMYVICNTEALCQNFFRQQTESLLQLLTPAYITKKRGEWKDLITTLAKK
# SENP6 inh = SENP6 protease inhibitors, primary screen, biochemical, luminescence, uHTS; AID 2599, 2010; Sentrin-specific protease 6 (Homo sapiens), Q9GZR1; inhibition, % at 10 µM; Recombinant SENP6 catalytic domain, aminoluciferin luminescence; hit rate 1.8% among 330,000;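 active means inhibition above about 50% at the single tested dose, limit read from the data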;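 further: plate controls were DMSO wells with enzyme for no effect and DMSO wells lacking enzyme for full effect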
# SENP7 inh = SENP7 protease inhibitors, primary screen, biochemical, luminescence, uHTS. recombinant SENP7, Z-RLRGG-aminoluciferin luminescence, 40 min. inhibition, % at 5 µM. hit rate 1.5% among 330,000;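 active means inhibition above about 50% at the single test dose, limit read from the data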;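 further: plate controls were DMSO with enzyme for no effect and no enzyme buffer wells for full effect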
# Target sequence (Q9BQF6 706-1050 limits assumed): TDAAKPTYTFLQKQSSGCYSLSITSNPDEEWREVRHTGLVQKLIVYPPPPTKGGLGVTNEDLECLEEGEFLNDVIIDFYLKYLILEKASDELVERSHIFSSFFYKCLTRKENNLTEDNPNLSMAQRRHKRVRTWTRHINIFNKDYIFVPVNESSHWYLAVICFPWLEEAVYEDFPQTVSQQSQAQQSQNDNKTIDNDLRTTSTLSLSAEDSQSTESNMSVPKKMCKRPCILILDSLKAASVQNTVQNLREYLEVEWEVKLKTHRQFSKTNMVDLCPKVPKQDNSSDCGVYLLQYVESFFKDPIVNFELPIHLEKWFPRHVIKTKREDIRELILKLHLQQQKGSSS
# MPTP block = mitochondrial permeability transition pore inhibitors, primary screen, biochemical, isolated mouse mitochondria, absorbance | hit rate 1.4% among 360,000 | Ca2+ swelling absorbance, 30 min | inhibition, % at 10 µM | AID 602449, 2012;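 active means inhibition of 50% or more, scaled per plate between neutral and stimulator controls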;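 further: 0% = DMSO wells given calcium and 100% = 1 mM EGTA wells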
# HKDC1 inhibitor = HKDC1 hexokinase inhibitors, primary screen, biochemical, fluorescence, uHTS | recombinant HKDC1, G6PDH/diaphorase resazurin coupled fluorescence | inhibition, % at 20 µM | hit rate 0.16% among 340,000;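 active means inhibition above about 35% when tested at 20 µM, limit read from the data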;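 further: plate controls were DMSO wells with enzyme for no effect and DMSO wells lacking enzyme for full effect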
#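 test system = in-house recombinant HK5 (HKDC1) enzyme | amount = HKDC1 at 5 µg/mL | control set = DMSO-enzyme wells negative, buffer-substituted wells positive | compound = one dose of 20 µM, 1% DMSO | schedule = reaction time 90 min, room temperature, protected from light | technique = resorufin fluorescence at 613 nm | reagent = glucose with 1 mM ATP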
# Starred values were filed as active, the others as inactive; nt = not tested or not shown.
SMILES,PfGluPho inh,NR3A LBD binder,ATG4B inhibitor,SENP8 block,SENP6 inh,SENP7 inh,MPTP block,HKDC1 inhibitor
CCOc1ccc(CCNC(=O)Cc2ccc(NC3=NC4CS(=O)(=O)CC4S3)cc2)cc1 (centres undefined),-9,0,-13,-1,-19,10,-0.5,-6
O=C(Cc1ccccc1)NN=Cc1ccccc1,1,0,-2,5,nt,nt,-0.9,-9
O=C(Oc1ccc2c(=O)c(Oc3ccc4ccccc4c3)coc2c1)c1ccco1,-29,1,7,-304,-10,5,0.9,12
CCCCN(C(=O)CCC(=O)Nc1cc(C)on1)C(C(=O)NC1CCCC1)c1ccc(OC)cc1 (centres undefined),31,-2,-7,9,-27,3,0.5,-2
CCOc1ccc(NC(=O)C(C)Sc2nccn2C)cc1 (centres undefined),4,2,-7,5,-18,2,-1.3,7
COc1cccc(C2OC(=O)c3ccccc3N2C(C)=O)c1OC(C)=O (centres undefined),5,1,-4,8,0,-1,-2.2,-2
O=C(c1ccco1)N1CCCN(Cc2cn[nH]c2-c2ccc(-c3ccccc3)cc2)CC1,23,0,10,2,3,6,-1.0,-1
O=C(N/N=C/c1ccc(O)c(O)c1)C1CC1,-21,1,1,-7,5,1,2.2,1
Cc1ccsc1C(=O)OCC(=O)N(C)c1c(N)n(Cc2ccccc2)c(=O)[nH]c1=O,9,-1,3,20,-3,-3,-1.0,-5
CN(N)c1nc(-c2ccccc2)nnc1C(F)(F)F,10,2,-4,32,-10,7,1.5,-3
COc1cccc(NC(=O)CC2SC(=Nc3ccccc3)NC2=O)c1 (centres undefined),5,4,-15,20,-12,-4,2.9,2
CCOC(=O)C1CCCN(C(=O)c2cn(C)c(=O)c3cc(OC)c(OC)cc23)C1 (centres undefined),3,0,2,-4,14,6,0.3,-3
CCN1C(=O)/C(=C\N2CCOCC2)SC1=S,-10,-5,-2,27,7,5,2.1,-10
CC1(C)CC(=O)C2=C(C1)N1C(=C(C#N)C2c2ccccc2Cl)N=C(N)c2ccccc21 (centres undefined),21,-12,-11,-4,10,2,-0.9,8
O=C(NCCc1cccs1)C12CN(Cc3ccccc3)CC1C(c1cccc([N+](=O)[O-])c1)=NO2 (centres undefined),7,-2,2,16,-5,4,0.1,5
Nc1ncnc(Nc2ccccn2)c1[N+](=O)[O-],-3,0,-1,-410,-2,4,-2.9,2
C=CC[C@]12C=C(OC)C(=O)C(OC)=C1O[C@@H](c1ccc3c(c1)OCO3)[C@H]2C,-10,1,-18,10,-10,0,-0.5,4
COc1cc(C(=S)N2CCCC2)ccc1O,13,0,-12,5,1,3,-0.7,-8
NS(=O)(=O)c1ccc(NC(=O)COC(=O)c2cn(-c3ccccc3)nc2-c2ccccc2)cc1,-22,22*,0,15,-14,1,2.5,-3
O=C(CCCN=C1NS(=O)(=O)c2ccccc21)OCC(=O)c1ccccc1Cl,3,6,-1,8,0,-4,-0.5,-4
Cn1c(SCC(=O)Nc2cccc(S(=O)(=O)N3CCOCC3)c2)nnc1-c1ccncc1,7,1,-6,-6,-12,1,-1.8,-5
Cc1ccsc1C(=O)OCC(=O)NCc1ccc2c(c1)OCO2,6,1,3,10,45,13,3.0,-2
OCC1N=C(c2ccccn2)OC1c1ccccc1 (centres undefined),1,1,-15,10,-25,0,1.4,4
COc1cccc(CN(C)CC(=O)Nc2c(C)cccc2C(C)C)c1,8,-1,-1,5,0,2,-0.3,-12
COc1ccc(S(=O)(=O)N2CCCC2)cc1C(=O)N1CCOCC1,5,-1,-14,16,-12,-3,-0.9,-9
O=C(NC1CCCC1)[C@@H]1CSC2c3ccccc3C(=O)N21 (some centres undefined),-5,4,-1,6,13,0,1.8,2
CCCc1n[nH]c(=S)n1Cc1ccco1,29,1,-3,-5,0,2,2.3,-18
O=C(/C=C/c1cccc(F)c1)NCc1ccc2c(c1)OCO2,2,-1,5,9,-17,-1,-0.5,-3
CC(C)NS(=O)(=O)c1ccc(OCC(=O)Nc2cccc3ccccc23)cc1,-3,-2,-2,14,8,6,-1.3,-4
Cc1cnc(C(=O)Nc2ccc(N3CCCCC3)cc2)cn1,-2,-2,3,23,-13,-5,-0.7,-6
C=CCNC(=O)[C@H]1N2C(=O)c3ccccc3C2SC1(C)C (some centres undefined),5,3,-2,8,-16,-7,3.9,2
CCOC(=O)c1ccc(CSc2nnc(C)n2N)o1,14,-2,-1,16,12,7,-0.7,-6
COc1ccc(Cl)cc1-c1nc(SCC(=O)NCCN2C(=O)CSC2=O)n[nH]1,18,0,8,13,-21,1,-0.5,-10
O=C(CCC(F)(F)F)N1CCCC(N2CCN(c3cccc(Cl)c3)CC2)C1 (centres undefined),-5,0,-4,15,nt,nt,-0.9,-1
Cc1ccc2cc(CN(C(=O)c3ccncc3)C(C)C)c(=O)[nH]c2c1,-2,-2,8,-134,-30,2,3.5,-6
CCOC(=O)[C@H]1[C@H]2COc3ccc(OC)cc3[C@@H]2N2C(=O)c3cc(F)c(F)cc3NC(=O)[C@@]12C,-5,-4,-6,-8,-17,-4,1.0,-2
O=C(CN(c1cc(Cl)ccc1Cl)S(=O)(=O)c1ccccc1)N1CCOCC1,2,1,3,0,19,11,1.4,6
Cc1cccc(NC(=O)CCC(=O)Nc2nnc(C3CCCCC3)s2)c1,-7,3,5,-5,12,-16,-1.7,-4
COc1ccc(CNC(=O)C2CCC(CNS(=O)(=O)c3cccs3)CC2)cc1 (centres undefined),4,0,-6,-3,-4,-11,6.1,0
CCn1c2ccccc2c2cnc(N=CN(C)C)c(C#N)c21,15,0,-17,-417,-6,-2,-1.4,4

# Shown with values under each structure: entries from further up.
# The line under a structure holds: PfGluPho inh, NR3A LBD binder, ATG4B inhibitor, SENP8 block, SENP6 inh, SENP7 inh, MPTP block, HKDC1 inhibitor
Cn1c(SCC(=O)Nc2cccc(S(=O)(=O)N3CCOCC3)c2)nnc1-c1ccncc1
 : 7, 1, -6, -6, -12, 1, -1.8, -5
Cc1ccsc1C(=O)OCC(=O)NCc1ccc2c(c1)OCO2
 : 6, 1, 3, 10, 45, 13, 3.0, -2
OCC1N=C(c2ccccn2)OC1c1ccccc1 (centres undefined)
 : 1, 1, -15, 10, -25, 0, 1.4, 4
COc1cccc(CN(C)CC(=O)Nc2c(C)cccc2C(C)C)c1
 : 8, -1, -1, 5, 0, 2, -0.3, -12
COc1ccc(S(=O)(=O)N2CCCC2)cc1C(=O)N1CCOCC1
 : 5, -1, -14, 16, -12, -3, -0.9, -9
O=C(NC1CCCC1)[C@@H]1CSC2c3ccccc3C(=O)N21 (some centres undefined)
 : -5, 4, -1, 6, 13, 0, 1.8, 2
CCCc1n[nH]c(=S)n1Cc1ccco1
 : 29, 1, -3, -5, 0, 2, 2.3, -18
O=C(/C=C/c1cccc(F)c1)NCc1ccc2c(c1)OCO2
 : 2, -1, 5, 9, -17, -1, -0.5, -3
CC(C)NS(=O)(=O)c1ccc(OCC(=O)Nc2cccc3ccccc23)cc1
 : -3, -2, -2, 14, 8, 6, -1.3, -4
Cc1cnc(C(=O)Nc2ccc(N3CCCCC3)cc2)cn1
 : -2, -2, 3, 23, -13, -5, -0.7, -6
C=CCNC(=O)[C@H]1N2C(=O)c3ccccc3C2SC1(C)C (some centres undefined)
 : 5, 3, -2, 8, -16, -7, 3.9, 2
CCOC(=O)c1ccc(CSc2nnc(C)n2N)o1
 : 14, -2, -1, 16, 12, 7, -0.7, -6
COc1ccc(Cl)cc1-c1nc(SCC(=O)NCCN2C(=O)CSC2=O)n[nH]1
 : 18, 0, 8, 13, -21, 1, -0.5, -10
O=C(CCC(F)(F)F)N1CCCC(N2CCN(c3cccc(Cl)c3)CC2)C1 (centres undefined)
 : -5, 0, -4, 15, nt, nt, -0.9, -1
Cc1ccc2cc(CN(C(=O)c3ccncc3)C(C)C)c(=O)[nH]c2c1
 : -2, -2, 8, -134, -30, 2, 3.5, -6

# (continued)
SMILES,PfGluPho inh,NR3A LBD binder,ATG4B inhibitor,SENP8 block,SENP6 inh,SENP7 inh,MPTP block,HKDC1 inhibitor
CC(C)CC(=O)Nc1ccc(Oc2ccc3c(c2)C(=O)NC3=O)cc1,0,0,2,28,-8,-7,0.0,-4
O=C(NCC(=O)N1CCN(c2ncc(C(F)(F)F)cc2Cl)CC1)c1ccc(Br)o1,13,0,-7,7,-7,-2,0.0,-2
CC1CCCCN1C(=O)c1ccc(C(=O)N2CCCCC2C)cc1 (centres undefined),-19,-2,-5,22,3,3,-0.5,3
COc1ccc(-c2noc(CN3CCCCC3c3nccn3C)n2)cc1 (centres undefined),-11,0,-5,13,-2,0,0.2,-9
COC(=O)c1ccc(C(=O)Nc2cc(Cl)ccc2Cl)cc1NC(=O)c1ccccc1C,-21,2,-3,-30,-17,-6,-0.9,-4
CC1CCN(CCNC(=S)Nc2ccc(Cl)cc2)CC1,21,1,4,13,7,12,1.4,-12
CC(=O)Nc1cc(C(F)(F)F)ccc1OCCOc1ccccc1,24,2,-8,-1,-3,-3,7.8,1
CC/C(=N/Nc1cccc(C)c1)c1cnnc(SC)n1,21,9,2,35,20,8,8.0,-2
Cc1ccc(S(=O)(=O)N2CCCC2C(=O)N(C)Cc2cccs2)cc1 (centres undefined),6,1,3,16,16,0,2.9,-8
COc1ccc(Br)cc1/C=N/Nc1ccccn1,-8,-1,3,-21,-11,-7,0.7,-4
CC(=O)N1CCC(=NNc2ccc(S(=O)(=O)N3CCOCC3)cc2[N+](=O)[O-])CC1,11,1,-4,9,-16,-7,1.0,-5
O=C(CC(SCCO)c1ccc2c(c1)OCO2)c1cccs1 (centres undefined),28,0,1,-22,37,5,-0.3,-9
CCOP(=O)(OCC)c1ccc2ccc3ccccc3c(=O)c2c1,-12,-2,-6,-5,-22,1,1.2,-5
O=C(COC(=O)c1ccco1)NCc1ccccc1Cl,0,-1,-32,9,-13,-14,0.1,-10
O=C(NCc1cccs1)C1CCN(S(=O)(=O)c2cccc([N+](=O)[O-])c2)CC1,6,-2,-4,13,-18,1,0.0,-5
COc1ccccc1Oc1ccc(NC(=O)c2ccccc2C)cc1,5,0,10,7,35,-4,2.4,3
COc1ccccc1-n1ccnc(SCC(=O)NC2CCCCC2)c1=O,-8,0,-3,-491,0,-3,-1.3,0
CCn1c(=O)c2sccc2n2c(CCCC(=O)NC3CCN(Cc4ccccc4)CC3)nnc12,7,5,-5,14,11,6,-0.8,-6
Cc1ccc(CC2(O)CC(C)N(C)CC2C)c(C)c1 (centres undefined),-9,0,-7,5,0,-1,-1.2,-2
CC(=O)c1ccc(OCC(O)CN2C(C)CCCC2C)cc1 (centres undefined),-14,0,-8,3,-6,-9,-1.0,-9
Cn1c(CNc2ccccc2)nc2ccccc21,-2,-2,0,-4,18,-2,-7.0,-2
O=C(CN1CCCC1)Nc1ccc2c(c1)CCC2,-4,0,2,5,-11,-3,7.1,0

# Screening data from PubChem BioAssay.
